Growth percent in the NCI-60 one-dose screen (48 h, 10 µM unless noted): 100 = growth as untreated, 0 = no growth, -100 = all killed.
K-562: K-562 leukemia; 78,000 compounds, 7.4% hits
MCF7: MCF7 breast cancer. 82,000 compounds, 6.3% hits
HS 578T: HS 578T breast cancer; 78,000 compounds, 4.1% hits
SR: SR leukemia cells. 73,000 compounds, 8.7% hits
MDA-MB-231: MDA-MB-231 breast cancer. 81,000 compounds, 5% hits. AID 1794789
MDA-MB-468: MDA-MB-468 breast cancer; 78,000 compounds, 8.5% hits; AID 2202374
BT-549: BT-549 breast cancer; 78,000 compounds, 4.4% hits; AID 1794793
T-47D: T-47D breast cancer. 79,000 compounds, 5% hits
* = called active by the depositor; x = no result given; & = joins results of further samples; [ ] = remark or other dose. The calls were made as follows: active = growth percent below 10; inactive = the rest.

SMILES	K-562	MCF7	HS 578T	SR	MDA-MB-231	MDA-MB-468	BT-549	T-47D
N#Cc1cnc2ccc3oc(=O)ccc3c2c1N	x	94.8	95.6	103.7	91.4	106.7	116.1	92.9
C/C(=C(/c1ccccc1)c1ccc(N2C(=O)c3cccc4c(Nc5ncccn5)ccc(c34)C2=O)cc1)c1ccccc1	106.3	110.6	105.0	102.4	93.7	98.9	96.7	99.2
CC(C)C1(O)c2ccccc2Oc2ccccc21	106.2	92.1	101.5	102.2	105.0	85.0	108.2	111.0
O=C(c1ccccc1)c1cccc(C(=O)c2ccccc2)c1	93.3	107.5	92.3	90.7	94.7	91.7	92.2	84.0
Brc1ccc(-c2noc(CCc3nnc(-c4ccccc4)o3)n2)cc1	81.5	98.0	100.4	x	104.7	104.5	107.3	103.1
CC1(C)CC(=O)CC(=O)C1	100.4	97.1&94.3	98.6&103.4	91.7	111.6&99.1	104.4&94.5	102.8&108.0	84.6&98.0
CCCCOCC(=O)NC1CCCCC1	107.5	98.4	104.9	95.5	97.5	101.4	113.5	x
COc1cc(/C=C2N=C(/C=C/c3ccccc3)OC/2=O)cc(OC)c1OC	94.4	86.8	107.7	91.2	114.0	95.5	x	91.2
CC(=O)OC(C)C(=O)N(Cc1ccccc1)Cc1ccccc1 (configuration not stated)	106.7	102.9	97.4	96.1	102.3	99.1	102.6	99.8
COc1ccc(-c2cc(-c3cccn3C)[nH]c(=O)c2C#N)cc1	118.4	93.6	85.6	113.1	90.4	107.8	105.2	x
COc1cccc(-c2nc3sccn3c2-c2ccnc(NCCNC(=O)c3cccc(C(F)(F)F)c3)n2)c1	48.2	78.8	x	63.2	77.6	71.1	78.1	46.7
O=C1CSC2=Nc3c(sc4ccc(Cl)cc34)C(c3ccc4ccccc4c3)N12 (configuration not stated)	92.5	72.8	100.2	84.7	80.4	97.6	108.0	84.4
COc1ccc(-c2cc(-c3cccs3)n(S(=O)(=O)c3ccccc3)c(=O)c2C#N)cc1	72.4	156.9	103.5	94.2	95.7	106.4	112.7	92.3
COc1ccc(-c2nc(SCCC(C)C)nc(N/N=C\c3cccc(Cl)c3)c2C#N)cc1	79.7	73.3	20.7	x	53.0	95.9	85.5	59.7
COc1c2c(cc3c1c(=O)c1ccccc1n3C)OCO2	120.7	89.0	119.9	x	102.8	86.8	95.4	108.1
NN=C1c2ccccc2-c2ccccc21	109.4&107.1	90.5&84.5	96.0&106.8	103.0&99.1	74.9&96.5	108.6&105.5	96.7&98.8	102.1&104.3
C/C(=N/Nc1ccc([N+](=O)[O-])cn1)C(C)(C)C	98.6	99.2	99.0	92.3	94.1	x	107.2	99.2
C=CCn1c(SCC(=O)Nc2ccc(C(=O)/C=C/c3ccc(OC)cc3)cc2)nnc1-c1cc(-c2ccc(S(C)(=O)=O)cc2)nc2ccccc12	81.4	89.5	93.2	80.9	93.2	103.8	86.0	79.4
C#CC1(OCCOC(=O)NC)CCCCC1	116.7	113.2	110.3	x	117.1	116.0	115.6	120.3
O=C1CCCc2nc3sc4c(=O)n(-c5ccccc5Cl)nnc4c3cc21	101.7	90.4	99.0	87.8	93.6	85.9	101.9	83.8
COc1ccc(/C(=C2\O[C@@H]([C@H]3COC(C)(C)O3)[C@H]3OC(C)(C)O[C@@H]23)c2cc(OC)c(OC)c(OC)c2)cc1O	24.3	x	-22.2*	25.4	43.9	96.4	57.7	121.0
NS(=O)(=O)Nc1ccc(C(=O)NC(C(=O)NO)c2ccc(-c3cc(F)c(F)c(F)c3)cc2)cc1 (configuration not stated)	84.8	93.2	106.7	93.5	99.9	100.0	104.3	89.8
Cc1nc(C#N)c(N2CCC(c3nc(-c4ccccc4)no3)CC2)o1	99.2	92.0	96.8	104.3	97.9	95.0	98.2	94.7
Clc1ccc(CNc2ccc3nc(CCC4CCCCC4)[nH]c3c2)cc1	6.8*	37.9	78.8	26.2	62.8	-43.5*	83.3	24.3

Not a retest: entries from further up.
SMILES	K-562	MCF7	HS 578T	SR	MDA-MB-231	MDA-MB-468	BT-549	T-47D
NS(=O)(=O)Nc1ccc(C(=O)NC(C(=O)NO)c2ccc(-c3cc(F)c(F)c(F)c3)cc2)cc1 (configuration not stated)	84.8	93.2	106.7	93.5	99.9	100.0	104.3	89.8
Cc1nc(C#N)c(N2CCC(c3nc(-c4ccccc4)no3)CC2)o1	99.2	92.0	96.8	104.3	97.9	95.0	98.2	94.7
Clc1ccc(CNc2ccc3nc(CCC4CCCCC4)[nH]c3c2)cc1	6.8*	37.9	78.8	26.2	62.8	-43.5*	83.3	24.3

(next part)
SMILES	K-562	MCF7	HS 578T	SR	MDA-MB-231	MDA-MB-468	BT-549	T-47D
Nc1nc(N)c(N=Nc2ccc(S(=O)(=O)c3ccc(N=Nc4c(N)nc(N)[nH]c4=O)cc3)cc2)c(=O)[nH]1	103.0	104.7	119.9	79.3	102.6	112.8	98.5	98.5
N#Cc1nc(-c2ccco2)cc(-c2ccc(Nc3nc(N4CCCCC4)nc(N4CCCCC4)n3)cc2)c1N	87.1	87.8	106.1	90.6	102.9	129.8	106.2	77.0
N#Cc1cn(-c2ccc(Cl)cc2Cl)c(C(=O)c2cccnc2)c1N	84.1	56.2	89.8	49.4	94.3	91.2	105.7	80.3
Cc1ccc(C(C)(C)C)c(O)c1	105.7	96.6	95.2	x	94.2	89.6	109.6	95.1
ON1CCCC1	90.7	95.0	x	90.3	114.5	108.4	96.7	98.6
Clc1ccccc1CN1CCCC1	107.3	95.9	101.7	98.2	100.6	101.6	93.4	104.6
Cc1ccccc1C(N)=O	99.0	95.4	107.6	93.3	105.2	105.4	94.9	97.7
C=CC(=O)Nc1cccc(-c2nc(SC)nc(NCCO)c2C#N)c1	84.9	78.2	89.4	x	94.3	75.6	90.5	87.5
CC(C)(SCc1ccccc1)C(N)C(=O)O (configuration not stated)	99.8	96.8	110.3	82.5	109.1	110.6	93.7	100.5
c1cnc2nc3c4ccccc4c4ccccc4c3nc2c1	79.6	69.4	83.5	77.4	64.8	89.5	104.0	80.4
CCN(CC)CCNc1ccc(N=Nc2cnc3ccccc3c2)c2ccccc12	x	-79.2*	-73.9*	-53.1*	-87.6*	-64.5*	27.5	-38.8*
COc1ccc(OC)c(-c2cc(-c3ccccc3)c(C#N)c(SC)n2)c1	53.0	57.6	87.6	70.5	69.7	81.0	88.6	44.1

Overlap with the part before: 3 compounds, then new ones.
SMILES	K-562	MCF7	HS 578T	SR	MDA-MB-231	MDA-MB-468	BT-549	T-47D
c1cnc2nc3c4ccccc4c4ccccc4c3nc2c1	79.6	69.4	83.5	77.4	64.8	89.5	104.0	80.4
CCN(CC)CCNc1ccc(N=Nc2cnc3ccccc3c2)c2ccccc12	x	-79.2*	-73.9*	-53.1*	-87.6*	-64.5*	27.5	-38.8*
COc1ccc(OC)c(-c2cc(-c3ccccc3)c(C#N)c(SC)n2)c1	53.0	57.6	87.6	70.5	69.7	81.0	88.6	44.1
CN(C)c1ccc(Nc2c3ccccc3nc3ccccc23)cc1	8.8*	5.1*	25.2	-8.4*	43.0	-27.5*	44.5	11.1
FC(F)(F)Sc1ccc(/C=C/c2cc(/C=C/c3ccc(SC(F)(F)F)cc3)n(-c3cccc(C(F)(F)F)c3)n2)cc1	89.7	100.0	104.7	98.4	112.5	110.7	97.0	100.6
NC1=C(O)C(=O)C(c2cccc3ccccc23)O1 (configuration not stated)	107.6	99.8	95.4	132.8	85.3	100.0	109.7	89.9
O=[N+]([O-])c1cccc(C2c3ccccc3Oc3ccccc32)c1	65.7	98.7	x	77.4	92.0	95.4	116.4	86.4
O=C(O)c1ccc(-n2cc(C(=O)O)c(-c3ccc4ccccc4c3)n2)cc1	89.1	92.0	95.7	91.7	116.4	111.7	92.6	91.9
C#Cc1cccc(Nc2nc(Cl)nc3cc(NC(=O)CCl)ccc23)c1	-36.2*	-49.5*	-14.0*	-39.7*	-73.0*	-71.0*	-89.3*	-44.7*
CCOC(=O)c1c(C)nc2c(c1N)/C(=C/c1ccccn1)C(=O)N2Cc1ccccc1	-16.0*	2.8*	33.2	-11.8*	14.1	-49.5*	15.9	9.2*
COC(C)CCOC(=O)c1cccc(C)c1 (configuration not stated)	110.3	99.8	104.9	92.6	107.4	118.2	113.0	93.0
CC1(C)[C@@H](NCO)CC[C@]2(C)[C@H]3C(=O)C=C4[C@@H]5C[C@](C)(CO)CC[C@]5(C)CC[C@@]4(C)[C@]3(C)CC[C@@H]12	8.5*	33.7	44.0	10.3	44.2	47.2	81.8	63.9
S=C1SC2=Nc3ccc(Cl)cc3C(c3ccccc3)N2C2=NCCN12 (configuration not stated)	77.0	109.3	101.5	81.7	95.5	x	95.3	76.1
CN(C)c1ccc(/C=C/C=N/NC(=O)CSc2nc3ccccc3c(=O)n2CCc2ccc(S(N)(=O)=O)cc2)cc1	71.6	88.0	99.7	88.1	90.2	111.3	95.8	74.3
CCN(CC)C(=S)SCCO	97.0	103.7	102.5	92.5	101.3	94.6	144.1	100.8
C/C(=C(\c1ccc(OCCN2CCOCC2)cc1)c1ccc(OC(=O)C2CCCCC2)cc1)c1ccc(Cl)cc1	66.1	79.8	97.9	94.2	98.8	79.2	91.3	66.5
CNC(=O)c1cc(-n2ccc3cc(NC(=O)c4cccc(C(F)(F)F)c4)ccc32)ccn1	60.2	86.8	98.8	59.6	94.5	82.0	63.3	54.3
C#CC(O)c1ccccc1 (configuration not stated)	99.3	99.1	107.1	105.8	101.3	109.6	106.1	99.9
CN1CCC(NS(=O)(=O)c2ccc(NC(=O)CN(c3ccc(F)cc3)S(=O)(=O)c3ccc(Cl)cc3)cc2)CC1	64.8	75.7	69.7	72.2	54.7	84.6	65.0	70.0
Nc1ccccc1NC(=O)c1ccc(NC(=O)C/C=C/c2cccnc2)cc1	17.1	17.4	30.3	30.7	50.5	-7.3*	25.1	12.2
CCCCC1SC2=NCCCN2C1(O)c1ccc(Cl)cc1 (configuration not stated)	117.2	91.0	96.3	91.4	88.8	85.3	111.3	103.0
O=C(C[n+]1ccc2ccccc2c1)c1ccc(Br)cc1	79.8	85.7	90.9	94.2	82.5	83.9	104.6	87.4
CC(=Nc1ccccc1)C1=C(O)C(Cc2ccccc2)NC1=O (configuration not stated)	x	9.5*	-15.3*	-12.0*	-1.3*	15.4	13.9	67.6
COc1ncnc2c1cnn2C	115.3	100.6	113.5	82.6	100.4	106.1	95.4	97.1
N#CC1=C(N)Oc2c(ccc3ccccc23)C1c1ccccc1[N+](=O)[O-] (configuration not stated)	87.6	54.9	89.2	93.9	70.3	96.9	106.2	71.7
CCCCCCCCCCCCCCCCCCOc1cccc(CC(=O)NCC[N+]2(C)CCCCC2)c1	100.4	97.1	100.6	92.5	98.2	97.3	112.1	102.5
CC1(C)Oc2cc3oc(=O)ccc3cc2C[C@@H]1OCCOS(=O)(=O)c1ccc(C#N)cc1	x	82.3	89.7	106.5	94.5	90.6	90.3	x
O=c1[nH]c(=O)c2c([nH]1)sc1cc(O)ccc12	98.4	85.8	102.1	102.3	89.8	121.1	96.9	83.7
COc1ccc(N=Nc2ccc(OC)cc2)cc1	85.3	99.6	100.5	72.1	76.4	77.8	74.9	64.1
C/C=C/Cc1ccccc1O	84.7	98.8	105.9	124.7	109.6	108.8	92.9	99.0
CCC(CC)(C(=O)Nc1ccccc1O)C(=O)Nc1ccccc1O	99.4	121.9	107.8	107.0	101.3	105.4	113.2	109.4
Cc1ccc(C2OCC(C)([N+](=O)[O-])CO2)cc1 (configuration not stated)	102.0	93.3	x	86.6	94.3	99.1	102.1	110.5
NC(C(=O)O)c1ccc(CBr)cc1 (configuration not stated)	105.5	97.0	x	89.4	135.6	104.7	x	99.3
O=C(O)c1cccc(-c2ccccc2)c1O	106.5	97.2	x	94.3	100.7	x	99.4	94.6
O=C(NC(=O)C1CC(=O)N(C(=O)Nc2ccc(Cl)c(Cl)c2)C1)Nc1ccc(Cl)c(Cl)c1 (configuration not stated)	91.6	91.3	104.5	x	103.6	116.4	92.4	x
CCC12OC(COc3ccccc3)CN1CCN2c1ccccc1 (configuration not stated)	93.1[100 µM]	92.5[100 µM]	99.1[100 µM]	96.9[100 µM]	88.8[100 µM]	97.4[100 µM]	105.3[100 µM]	90.4[100 µM]
C=C(C)[C@@H]1CC=C2c3sc(-c4cccc(O)c4)nc3C[C@@H](C)[C@]2(C)C1	79.2	92.6	105.9	99.7	107.5	105.5	123.6	89.0
O=C1NC(c2ccc(Cl)c(Cl)c2)=C/C1=C\c1ccccc1	72.6	63.1	66.3	17.1	69.9	63.3	86.2	12.5
CCCCN1CCN(c2ccc3nc(-c4ccc5nc(-c6ccc(OC)c(OC)c6)[nH]c5c4)[nH]c3c2)CC1	-15.5*	-67.2*	-18.7*	-6.6*	-38.1*	-74.9*	-59.0*	17.6
Cn1nc(Nc2ccccc2)c(C(=O)NN)c1N	107.7	89.7	99.7	107.0	93.0	100.3	129.0	95.4
O=C(N/N=C/c1ccc(N2CCCCC2)cc1)c1cnc2n(c1=O)CCCCC2	90.5	96.5	99.5	87.6	84.5	96.4	121.0	88.8
Nc1cccc2c([N+](=O)[O-])cccc12	88.1	89.2	91.1	87.5	83.2	102.1	92.2	88.1
COc1ccc(NC(=O)Nc2nc3ccc(OC(F)(F)F)cc3s2)cc1	79.4	83.6	109.3	92.4	106.1	106.5	x	83.6
Nc1nc2c(s1)C(c1cccnc1)CC(=O)N2 (configuration not stated)	91.5	95.8	89.2	85.3	100.9	105.6	127.1	105.6
C/C(NCCc1ccc(O)cc1)=C1\CCOC1=O	102.5	103.2	102.9	x	96.2	108.8	106.1	102.9

Molecules from the list above that have a tert-butyl group:
SMILES	K-562	MCF7	HS 578T	SR	MDA-MB-231	MDA-MB-468	BT-549	T-47D
C/C(=N/Nc1ccc([N+](=O)[O-])cn1)C(C)(C)C	98.6	99.2	99.0	92.3	94.1	x	107.2	99.2
Cc1ccc(C(C)(C)C)c(O)c1	105.7	96.6	95.2	x	94.2	89.6	109.6	95.1
